# Mtb BioA inh = BioA (M. tuberculosis) enzyme inhibition | purified M. tuberculosis BioA enzyme, plate reader | inhibition, % at 9.99 µM | actives 0.096% (n = 360,000) | AID 602481; in the data active = inhibition above about 40%
# The depositor's hits bear a star.
SMILES,Mtb BioA inh
Cc1ccc(-c2ccc3c(c2)O[C@@H](CN(C)C(=O)C2CCC2)[C@H](C)CN([C@H](C)CO)S3(=O)=O)cc1,1.6
O=C(C1CCCCC1)N1C[C@H]2[C@@H](c3ccccc31)[C@@H](CO)N2C(=O)c1ccccc1,-5.0
C[C@@H]1CN([C@H](C)CO)C(=O)Cc2cc(NC(=O)Cc3cn(C)c4ccccc34)ccc2O[C@@H]1CN(C)C(=O)Nc1cccc2ccccc12,5.9
CC(=O)N(C)C[C@H]1Oc2cc(C#Cc3ccccc3)ccc2S(=O)(=O)N([C@@H](C)CO)C[C@@H]1C,-0.2
Cc1ccccc1-c1cnc2c(c1)C(=O)N([C@H](C)CO)C[C@@H](C)[C@@H](CN(C)Cc1ccncc1)O2,-2.4
O=C(C[C@@H]1CC[C@@H]2[C@H](COC[C@H](O)CN2Cc2cccc(Cl)c2)O1)Nc1nccs1,4.2
COCCNC(=O)C[C@@H]1C[C@H]2c3cc(N(C)C)ccc3O[C@H]2[C@@H](CO)O1,-5.2
CCOC(=O)c1cc2c(c(-c3cccc(-c4cccc(OC)c4)c3)n1)[C@@H](CCO)N(S(=O)C(C)(C)C)C2 (some centres not stated),2.5
O=C(c1cccc(F)c1)N1CCCCN2[C@H](CO)[C@H](c3ccc(-c4ccncc4)cc3)[C@@H]2C1,1.4
Cc1ccc(-c2ccc3c(c2)O[C@@H](CN(C)C(=O)Nc2ccc(F)cc2)[C@H](C)CN([C@@H](C)CO)S3(=O)=O)cc1,-0.5
O=C(Nc1ccc2c(c1)[C@@H]1C[C@H](CC(=O)N3CCCCC3)O[C@@H](CO)[C@@H]1O2)C1CCC1,-0.8
Cc1ccc(-c2ccc3c(c2)O[C@H](CN(C)Cc2ccc(C(=O)O)cc2)[C@H](C)CN([C@H](C)CO)S3(=O)=O)cc1,3.1
C[C@H]1CN([C@@H](C)CO)C(=O)Cc2cc(NC(=O)Nc3ccccc3)ccc2O[C@@H]1CN(C)Cc1ccc(C(F)(F)F)cc1,-0.1
C[C@@H]1CCCCO[C@H](CN(C)Cc2ccc3c(c2)OCO3)[C@H](C)CN([C@H](C)CO)C(=O)c2cc(NC(=O)Nc3ccc(C(F)(F)F)cc3)ccc2O1,-1.3
CCCC(=O)Nc1ccc2c(c1)OC[C@H](C)N(C(=O)c1ccccn1)C[C@@H](C)[C@@H](OC)CN(C)C2=O,-3.0
COc1ccc(S(=O)(=O)Nc2ccc3c(c2)C(=O)N([C@@H](C)CO)C[C@H](C)[C@@H](CN(C)Cc2ccc4c(c2)OCO4)O3)cc1,4.8
C/C=C/c1ccc([C@H]2[C@H](CO)N3CCCCN(S(=O)(=O)c4cccs4)C[C@@H]23)cc1,-0.4
C[C@@H]1CN([C@H](C)CO)C(=O)c2cc(NC(=O)C3CC3)ccc2O[C@@H]1CN(C)S(=O)(=O)c1ccc(F)cc1,-1.0
C[C@H]1CN([C@@H](C)CO)S(=O)(=O)c2ccc(C#Cc3ccccn3)cc2O[C@H]1CN(C)C,-1.5
COc1ccc(NC(=O)Nc2ccc3c(c2)C(=O)N([C@@H](C)CO)C[C@H](C)[C@H](CN(C)S(=O)(=O)c2cccs2)OCCCC[C@H](C)O3)cc1,-3.6

# Sorted by length of the SMILES (low to high): part of the list above.
SMILES,Mtb BioA inh
COCCNC(=O)C[C@@H]1C[C@H]2c3cc(N(C)C)ccc3O[C@H]2[C@@H](CO)O1,-5.2
O=C(C1CCCCC1)N1C[C@H]2[C@@H](c3ccccc31)[C@@H](CO)N2C(=O)c1ccccc1,-5.0
C/C=C/c1ccc([C@H]2[C@H](CO)N3CCCCN(S(=O)(=O)c4cccs4)C[C@@H]23)cc1,-0.4
O=C(C[C@@H]1CC[C@@H]2[C@H](COC[C@H](O)CN2Cc2cccc(Cl)c2)O1)Nc1nccs1,4.2
O=C(c1cccc(F)c1)N1CCCCN2[C@H](CO)[C@H](c3ccc(-c4ccncc4)cc3)[C@@H]2C1,1.4
CC(=O)N(C)C[C@H]1Oc2cc(C#Cc3ccccc3)ccc2S(=O)(=O)N([C@@H](C)CO)C[C@@H]1C,-0.2
Cc1ccccc1-c1cnc2c(c1)C(=O)N([C@H](C)CO)C[C@@H](C)[C@@H](CN(C)Cc1ccncc1)O2,-2.4
CCOC(=O)c1cc2c(c(-c3cccc(-c4cccc(OC)c4)c3)n1)[C@@H](CCO)N(S(=O)C(C)(C)C)C2 (some centres not stated),2.5
CCCC(=O)Nc1ccc2c(c1)OC[C@H](C)N(C(=O)c1ccccn1)C[C@@H](C)[C@@H](OC)CN(C)C2=O,-3.0
Cc1ccc(-c2ccc3c(c2)O[C@@H](CN(C)C(=O)C2CCC2)[C@H](C)CN([C@H](C)CO)S3(=O)=O)cc1,1.6
C[C@@H]1CN([C@H](C)CO)C(=O)c2cc(NC(=O)C3CC3)ccc2O[C@@H]1CN(C)S(=O)(=O)c1ccc(F)cc1,-1.0
Cc1ccc(-c2ccc3c(c2)O[C@H](CN(C)Cc2ccc(C(=O)O)cc2)[C@H](C)CN([C@H](C)CO)S3(=O)=O)cc1,3.1
Cc1ccc(-c2ccc3c(c2)O[C@@H](CN(C)C(=O)Nc2ccc(F)cc2)[C@H](C)CN([C@@H](C)CO)S3(=O)=O)cc1,-0.5
COc1ccc(S(=O)(=O)Nc2ccc3c(c2)C(=O)N([C@@H](C)CO)C[C@H](C)[C@@H](CN(C)Cc2ccc4c(c2)OCO4)O3)cc1,4.8
COc1ccc(NC(=O)Nc2ccc3c(c2)C(=O)N([C@@H](C)CO)C[C@H](C)[C@H](CN(C)S(=O)(=O)c2cccs2)OCCCC[C@H](C)O3)cc1,-3.6
C[C@@H]1CCCCO[C@H](CN(C)Cc2ccc3c(c2)OCO3)[C@H](C)CN([C@H](C)CO)C(=O)c2cc(NC(=O)Nc3ccc(C(F)(F)F)cc3)ccc2O1,-1.3

# An excerpt of these results, as tab-separated lines.
compound	Mtb BioA inh
C[C@@H]1CN([C@H](C)CO)C(=O)Cc2cc(NC(=O)Cc3cn(C)c4ccccc34)ccc2O[C@@H]1CN(C)C(=O)Nc1cccc2ccccc12	5.9
COc1ccc(S(=O)(=O)Nc2ccc3c(c2)C(=O)N([C@@H](C)CO)C[C@H](C)[C@@H](CN(C)Cc2ccc4c(c2)OCO4)O3)cc1	4.8
Cc1ccc(-c2ccc3c(c2)O[C@H](CN(C)Cc2ccc(C(=O)O)cc2)[C@H](C)CN([C@H](C)CO)S3(=O)=O)cc1	3.1

# Continued.
SMILES,Mtb BioA inh
C[C@@H]1CN([C@H](C)CO)C(=O)c2cc(NC(=O)Cc3ccccc3)ccc2O[C@H]1CN(C)Cc1ccc(Cl)c(Cl)c1,-2.4
Cc1cccc(S(=O)(=O)N2CCCCN3[C@H](CO)[C@H](c4ccc(C#C[C@H](C)O)cc4)[C@H]3C2)c1,-2.6
C[C@@H]1CN([C@H](C)CO)C(=O)c2cc(NC(=O)NC3CCCCC3)ccc2O[C@H]1CN(C)Cc1ccncc1,0.0
O=C(C[C@H]1C[C@H]2c3cc(NC(=O)C4CCOCC4)ccc3O[C@H]2[C@@H](CO)O1)NCc1ccc2c(c1)OCO2,-0.5
C[C@H]1CN([C@@H](C)CO)C(=O)c2cc(NC(=O)CCN3CCOCC3)ccc2O[C@H]1CN(C)S(=O)(=O)c1ccc(Cl)cc1,-0.6
COc1ccc(S(=O)(=O)N[C@@H]2CC[C@H](CC(=O)N3CCc4ccccc4C3)O[C@@H]2CO)cc1,4.4
CO[C@@H]1CN(C)C(=O)c2ccc(NC(C)=O)cc2OC[C@@H](C)N(C(=O)C2CCCCC2)C[C@H]1C,-0.2
O=C(C[C@H]1C=C[C@@H](NC(=O)C2CCC2)[C@H](CO)O1)NCc1ccccc1Cl,1.0
C[C@H](CO)N1C[C@H](C)[C@H](CN(C)Cc2ccncc2)Oc2ccc(NC(=O)Nc3ccc4c(c3)OCO4)cc2CC1=O,2.7
C[C@H]1CN([C@@H](C)CO)C(=O)Cc2cc(NC(=O)CCN3CCOCC3)ccc2O[C@H]1CN(C)CC1CCCCC1,1.0
C[C@@H]1CN([C@H](C)CO)S(=O)(=O)c2ccc(-c3cccc(C#N)c3)cc2O[C@H]1CN(C)Cc1ccccn1,0.4
CN(C)CC(=O)N[C@H]1CC[C@H](CCn2cc(CN(C)C)nn2)O[C@@H]1CO,2.9
C[C@@H]1CN([C@@H](C)CO)S(=O)(=O)c2ccc(-c3ccc(C#N)cc3)cc2O[C@@H]1CN(C)C(=O)C1CC1,0.9
C[C@@H]1CN([C@H](C)CO)C(=O)c2cccc(NS(=O)(=O)c3ccccc3)c2O[C@H]1CN(C)Cc1ccc(Cl)c(Cl)c1,0.0
CO[C@H]1CN(C)C(=O)c2ccc(NC(=O)c3ccc(F)cc3)cc2OC[C@@H](C)N(C)C[C@@H]1C,-3.2
COc1ccc(NC(=O)N(C)C[C@H]2Oc3c(NC(=O)Nc4ccc5c(c4)OCO5)cccc3C(=O)N([C@@H](C)CO)C[C@H]2C)cc1,-1.8
O=C(NCC[C@@H]1CC[C@H](NC(=O)c2cnccn2)[C@H](CO)O1)Nc1ccc(F)cc1,4.4
C[C@@H]1CN([C@H](C)CO)C(=O)c2cc(NC(=O)Cc3ccccc3)ccc2O[C@@H](C)CCCCO[C@H]1CN(C)C(=O)Nc1cccc2ccccc12,-0.9
CN1C(=O)c2cc(NC(=O)C3CCOCC3)ccc2OC[C@H]2O[C@@H](CC(=O)NCc3ccc4c(c3)OCO4)CC[C@@H]21,-0.1
Cc1ccc(S(=O)(=O)Nc2ccc3c(c2)C(=O)N([C@@H](C)CO)C[C@@H](C)[C@H](CN(C)CC2CCCCC2)O3)cc1,1.6
C[C@H](CO)N1C[C@H](C)[C@@H](CN(C)S(C)(=O)=O)OCCCC[C@H](C)Oc2ccc(NS(=O)(=O)c3ccccc3)cc2C1=O,-0.2
O=C(Nc1ccc2c(c1)[C@@H]1C[C@@H](CC(=O)N3CCOCC3)O[C@@H](CO)[C@@H]1O2)C1CCOCC1,0.1
COc1ccc(C#Cc2ccc([C@@H]3[C@H]4CN(C(=O)Cc5ccncc5)CCCCN4[C@H]3CO)cc2)cc1,-1.3
O=C(NCc1ccc(F)cc1)[C@@H]1[C@@H](CO)[C@@H]2Cn3c(cccc3=O)[C@H]1N2C(=O)Cc1ccccn1,7.9
COCC#Cc1cnc2c(c1)C(=O)N([C@H](C)CO)C[C@H](C)[C@@H](CN(C)C(=O)Nc1ccc(OC)cc1)O2,-1.0
C[C@@H]1CN([C@@H](C)CO)C(=O)c2cc(NC(=O)CCC(F)(F)F)ccc2O[C@@H]1CN(C)Cc1ccncc1,-4.0
O=S(=O)(c1ccc(F)cc1)N1CC[C@H]2[C@H](CO)Nc3ccc(Br)cc3[C@H]21,6.1
O=C(Cc1ccccc1)N[C@@H]1CC[C@@H](CC(=O)N2CCOCC2)O[C@H]1CO,-0.6
C[C@@H]1CN([C@H](C)CO)C(=O)c2cccc(NS(=O)(=O)c3ccccc3)c2O[C@H]1CN(C)C(=O)Nc1cccc2ccccc12,-0.3
CCCNC(=O)N(C)C[C@@H]1Oc2cc(C#CCN(C)C)ccc2S(=O)(=O)N([C@H](C)CO)C[C@H]1C,-3.2
COc1cccc(-c2ccc3n(c2=O)C[C@H]2[C@H](CO)[C@@H](C(=O)NC4CCCC4)N[C@@H]32)c1,-1.0
COC(=O)[C@@H]1[C@@H](CO)[C@@H]2Cn3c(ccc(-c4ccc(F)cc4)c3=O)[C@@H]2N1C(=O)C1CC1,-1.4
COc1cccc(NC(=O)Nc2ccc3c(c2)C(=O)N(C)C[C@@H](OC)[C@@H](C)CN(CC2CC2)[C@@H](C)CO3)c1,1.9
CN(C)C(=O)C[C@H]1CC[C@H]2[C@@H](COC[C@@H](O)CN2CC2CCCCC2)O1,-2.1
C[C@H](NC(=O)C[C@H]1C=C[C@@H](NC(=O)c2cccnc2)[C@@H](CO)O1)c1ccccc1,-0.9
C[C@@H]1CCCCO[C@H](CN(C)S(C)(=O)=O)[C@@H](C)CN([C@H](C)CO)C(=O)c2cc(NC(=O)c3ccccc3)ccc2O1,-1.2
CC(C)CC#Cc1ccc2c(c1)O[C@H](CN(C)C(=O)CC1CC1)[C@H](C)CN([C@H](C)CO)S2(=O)=O,-0.6
O=C(C[C@H]1CC[C@H](NC(=O)c2cccc(F)c2)[C@H](CO)O1)Nc1nccs1,10.8

# A portion of the library; rates above refer to the full screens.
